MCL1 BIM primary: MCL1-BIM-BH3 interaction inhibition (human). GST-MCL1 / FITC-Bim-BH3 fluorescence polarization. AID 2057. Q07820. inhibition, % at 10.9 µM. actives 0.68% (n = 320,000);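 active = inhibition above the mean inhibition of all tested compounds plus 3 SD, set per campaign, cut at about 40% in these data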;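 also: 0% = DMSO wells and 100% = unlabeled Bim-BH3 peptide control; higher means more loss of mP so more displacement of Bim peptide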
PME-1 primary: blocks human protein phosphatase methylesterase 1; Q9Y570; recombinant PME-1, FP-Rh probe fluorescence polarization; inhibition, % at 5.9 µM; actives 0.53% (n = 320,000);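 active = inhibition above the campaign mean of all compounds plus 3 SD, cut at about 26% in these data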;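 also: competitive labeling of PME-1 active site by serine hydrolase directed probe; 0% = PME-1 with DMSO and 100% = wells lacking PME-1 enzyme; inhibitors block probe labeling so polarization falls and inhibition rises; many of its hits are not listed in these tables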
Fam108B counter: Fam108B inhibition, counter-screen for RBBP9 inhibitors. inhibition, % at 9.51 µM. actives 0.33% (n = 300,000). recombinant Fam108B, FP-Rh probe fluorescence polarization;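 active = inhibition above the screen mean inhibition plus 3 SD, computed separately per campaign, cut at about 18% in these data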;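 also: inhibitors lower polarization as less probe binds the enzyme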
GLD-1 RNA inh: GLD-1-TGE RNA interaction inhibition (C. elegans); purified GLD-1 + fluorescein TGE RNA, fluorescence polarization; inhibition, % at 5.96 µM; actives 0.44% (n = 320,000); AID 2280;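 active = percent inhibition above a per-plate cutoff, the plate mean of test compounds plus 3 SD, cut at about 30% in these data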;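 also: 0% = DMSO wells with GLD-1 and probe and 100% = wells lacking GLD-1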
PAFAH1B2 inh: blocks human PAF acetylhydrolase 1b catalytic subunit 2 | P68402 | recombinant PAFAH1B2, FP-rhodamine activity probe, fluorescence polarization | inhibition, % at 3.39 µM | actives 1.2% (n = 340,000);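 active = inhibition above the mean of all tested compounds plus 3 SD, cut at about 24% in these data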;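 also: 0% = enzyme with DMSO and 100% = wells lacking PAFAH1B2; many of its hits are not listed in these tables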
Target sequence (P68402 whole entry, looked up): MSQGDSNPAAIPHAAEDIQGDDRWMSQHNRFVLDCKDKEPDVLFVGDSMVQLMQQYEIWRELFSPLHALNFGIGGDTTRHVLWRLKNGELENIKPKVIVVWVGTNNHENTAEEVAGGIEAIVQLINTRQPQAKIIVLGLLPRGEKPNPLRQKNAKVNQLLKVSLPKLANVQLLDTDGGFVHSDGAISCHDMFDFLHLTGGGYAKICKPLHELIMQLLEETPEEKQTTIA
Bcl-xL primary: inhibitors of human Bcl-xL. Q07817. inhibition, % at 10.9 µM. GST-Bcl-xL / FITC-Bim BH3 peptide fluorescence polarization. actives 0.7% (n = 320,000). AID 2129;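 active = inhibition above the mean of all tested compounds plus 3 SD, cutoff set per campaign, cut at about 30% in these data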;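 also: 0% = DMSO wells and 100% = unlabeled Bim-BH3 peptide competitor; inhibitors lower millipolarization by displacing the labeled peptide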
Target sequence (Q07817 whole entry, looked up): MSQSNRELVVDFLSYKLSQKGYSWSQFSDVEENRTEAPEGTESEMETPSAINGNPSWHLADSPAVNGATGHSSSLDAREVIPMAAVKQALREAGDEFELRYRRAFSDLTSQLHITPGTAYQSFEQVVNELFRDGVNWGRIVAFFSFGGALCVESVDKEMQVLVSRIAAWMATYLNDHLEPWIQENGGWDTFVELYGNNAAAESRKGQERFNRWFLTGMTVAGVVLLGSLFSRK
pPAFAH FP inh: inhibitors of human plasma PAF acetylhydrolase (pPAFAH). recombinant pPAFAH, FP-rhodamine probe fluorescence polarization. Q13093. inhibition, % at 3.39 µM. actives 1.5% (n = 330,000);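 active = inhibition above the mean inhibition across the screen plus 3 SD, cut at about 25% in these data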;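 also: inhibitors block binding of the rhodamine activity-based probe so polarization drops; 0% = enzyme with DMSO and 100% = wells lacking pPAFAH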
AHR activator: activates the human aryl hydrocarbon receptor; P35869; AHR-responsive luciferase reporter cells, luminescence; activation, % at 5 µM; actives 2.5% (n = 320,000); AID 2796; in the data active = activation above about 47%;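 also: 0% = vehicle wells and 100% = reference agonist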
MEX-5 binding: C. elegans MEX-5 TCR-2 RNA binding activity; activity score (negative = inhibition of binding), % at 10 µM; actives 0.38% (n = 300,000); MEX-5/FITC-TCR2 RNA binding, fluorescence polarization; stronger effect = lower value; AID 1832;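 active = inhibition past about -25% in most replicates, and total fluorescence under double the plate's negative control median, limit read from the data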;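 also: 0% = DMSO and -100% = 5 µM competing unlabeled TCR2 RNA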
Target sequence (Q9XUB2 whole entry, looked up): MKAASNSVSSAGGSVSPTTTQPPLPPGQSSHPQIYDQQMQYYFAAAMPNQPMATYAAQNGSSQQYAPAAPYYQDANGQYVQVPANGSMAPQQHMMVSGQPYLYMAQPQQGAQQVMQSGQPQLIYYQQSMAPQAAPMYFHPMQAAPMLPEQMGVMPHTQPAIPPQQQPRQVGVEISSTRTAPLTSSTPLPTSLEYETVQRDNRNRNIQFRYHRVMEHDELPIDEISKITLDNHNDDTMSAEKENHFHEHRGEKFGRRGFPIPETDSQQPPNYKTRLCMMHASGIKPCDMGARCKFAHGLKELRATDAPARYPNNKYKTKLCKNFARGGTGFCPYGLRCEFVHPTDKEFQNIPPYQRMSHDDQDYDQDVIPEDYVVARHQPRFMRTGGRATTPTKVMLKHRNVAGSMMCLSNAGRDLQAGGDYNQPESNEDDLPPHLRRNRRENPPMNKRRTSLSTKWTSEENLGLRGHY
Starred values were filed as active, the others as inactive; / = no result given. This is a subset; the hit share may differ from the screen's.

SMILES	MCL1 BIM primary	PME-1 primary	Fam108B counter	GLD-1 RNA inh	PAFAH1B2 inh	Bcl-xL primary	pPAFAH FP inh	AHR activator	MEX-5 binding
CCC(C(=O)OC)n1cnc2c(oc3ccccc32)c1=O (stereo unspecified)	1	-5	1	5	-2	11	0	2	-2.0
C#CCOCCOCCOCCNc1nc(N2CCN(C(=O)[C@H](CCCCN)n3cc(CN)nn3)CC2)nc(N2CCN(C(=O)[C@H](CCC(=O)O)n3cc([C@@H](N)CCCCN)nn3)CC2)n1	/	/	/	-2	6	/	3	-2	/
O=C(NCC(c1ccco1)N1CCOCC1)c1ccc([N+](=O)[O-])cc1 (stereo unspecified)	-7	-3	-2	1	2	2	2	-1	-2.7
NC(=O)c1nsc(C(=O)N(c2ccccc2)C(C(=O)NCC2CCCO2)c2cccs2)c1N (stereo unspecified)	5	-3	4	1	3	7	1	2	-0.1
CCOc1ccc(C(=O)NCC(c2ccco2)N2CCOCC2)cc1 (stereo unspecified)	3	6	0	-10	4	0	6	-1	-0.6
COc1ccc(N2CCN(CCCn3c(=S)[nH]c4ccccc4c3=O)CC2)cc1	-3	0	-1	1	7	-1	3	3	-3.4
CC1CCCC/C1=N/Nc1ccc([N+](=O)[O-])cc1[N+](=O)[O-] (stereo unspecified)	6	-8	-2	2	4	3	5	8	0.7
O=C(Cc1cccs1)N/N=C/c1ccccc1	1	-8	1	6	/	6	0	2	2.6
CC(C)NC(=O)c1ccccc1S(=O)c1ccccc1C#N (stereo unspecified)	5	-1	1	4	1	6	7	0	-2.2
O=C(Nc1nc2ccccc2[nH]1)c1ccccc1[N+](=O)[O-]	2	7	1	-3	5	-2	0	19	-2.4

The last 2 compounds of the part before lead into the next:
SMILES	MCL1 BIM primary	PME-1 primary	Fam108B counter	GLD-1 RNA inh	PAFAH1B2 inh	Bcl-xL primary	pPAFAH FP inh	AHR activator	MEX-5 binding
CC(C)NC(=O)c1ccccc1S(=O)c1ccccc1C#N (stereo unspecified)	5	-1	1	4	1	6	7	0	-2.2
O=C(Nc1nc2ccccc2[nH]1)c1ccccc1[N+](=O)[O-]	2	7	1	-3	5	-2	0	19	-2.4
CC(N=c1ccccn1C(=O)Nc1ccc(Cl)cc1)c1ccco1 (stereo unspecified)	7	-2	6	1	/	3	0	3	2.8
Cc1cc(C(=O)Nc2ccc3c(c2)OCCO3)ccc1[N+](=O)[O-]	-6	-3	-1	7	0	2	-4	-3	-0.7
CCOC(=O)N1CCN(C(=O)COC(=O)c2ccc(O)cc2O)CC1	3	-2	-7	5	-3	-1	1	0	-1.7
Cc1ccc(C(=O)NCc2cccnc2)cc1S(=O)(=O)Nc1ccccc1	5	5	8	8	0	9	27*	5	1.8
C=CCCCCCCCCC(=O)Nc1ncccn1	-9	-3	0	-3	1	-2	4	-1	0.7
CS(=O)(=O)N1CCCC(C(=O)N2CCOCC2)C1 (stereo unspecified)	3	1	4	0	0	3	2	-4	-1.4
CCc1nnc(NC(=O)CSc2ccc(-c3ccc(C)cc3)nn2)s1	1	4	-4	5	-2	3	0	12	1.5
CCSc1ncc(C#N)c(N)n1	-6	2	0	0	0	4	9	0	1.1
C=CCOc1c(Br)cc(C2C3=C(CCCC3=O)N(C)C3=C2C(=O)CCC3)cc1OCC	43*	1	3	10	4	22	39*	8	0.4
CCn1ncc(/C=N/N=C2\CCC3C4CCc5cc(O)ccc5C4CCC23C)c1C (stereo unspecified)	-4	-2	-3	-4	3	7	3	1	2.1
Cc1ccc(CC2CC(=O)N(CCc3ccc4c(c3)OCO4)C2=O)cc1 (stereo unspecified)	2	8	3	6	2	0	0	3	-0.2
CCN(CC)C(=O)C(=O)c1cn(CC(=O)NCc2ccc3c(c2)OCO3)c2ccccc12	-1	5	2	1	3	3	-4	0	1.0
COc1ccc(NC(=O)Cn2ccc3c(OC)cccc3c2=O)cc1	-4	-5	2	-6	0	0	-7	0	-0.5
CC(=O)c1ccc(N2CCN(S(=O)(=O)c3csc(C(N)=O)c3)CC2)cc1	-1	2	2	10	6	3	7	0	0.3
CC(C)(C)c1ccc(C(=O)Nn2cnnc2)cc1	-6	-4	-3	8	9	1	3	4	2.8
Cc1cc(Cl)ccc1OCCCC(=O)NNC(=O)c1ccncc1	7	-10	/	7	2	4	2	2	/
N#CCCN1CCN(S(=O)(=O)c2ccc(S(=O)(=O)N3CCOCC3)cc2)CC1	6	-3	4	4	2	6	-8	3	-2.4
CCN1CCN(Cc2ccc(NC(=O)Nc3ccc(SC)cc3)cc2)CC1	6	6	6	4	-2	10	1	5	1.1
COC(=O)[C@@H]1CCCN1Cc1nc(Cc2ccccc2F)no1	-4	5	-2	-6	6	0	-1	1	2.0
COc1ccc(CN(CC2CCCO2)S(=O)(=O)c2ccc(-n3cnnn3)c(OC)c2)cc1 (stereo unspecified)	-1	2	-5	3	0	3	0	1	1.8
Cc1ccccc1CSc1nnc(C)n1N	4	-5	-1	-2	-3	2	0	-5	0.7
CCOC(=O)Cn1cc(C(=O)OC)c2ccccc21	7	-3	-1	-1	5	2	5	1	2.4
CC(C)c1ccc(/C=C/C(=O)N2CCCCCC2)cc1	16	3	-1	-11	6	2	3	-9	-3.8
O=C(Nc1ccccc1)c1cc(S(=O)(=O)Nc2cccnc2)ccc1Cl	5	5	2	-1	7	5	2	-1	-3.0
Cc1ccc(N(CC(=O)N2CCN(c3ccc(F)cc3)CC2)S(=O)(=O)c2c(C)nn(C)c2C)cc1	0	-5	2	-9	-2	4	-8	1	1.0
CCOC(=O)c1nn(-c2ccc(C)cc2)c(=O)cc1OCC(=O)Nc1cccc(OC)c1	5	-2	-2	9	0	0	2	1	2.7
Cc1ccc(NC(=S)NCc2ccc3c(c2)OCO3)cc1C	11	0	2	10	0	1	4	2	-0.7
Cc1ccc2oc(=O)n(CCCOc3ccccc3)c2c1	4	3	0	1	4	8	3	-8	-0.3
CCc1cc(C(=O)N2CCCC(CNS(=O)(=O)c3cccs3)C2)n(C)n1 (stereo unspecified)	-8	0	-2	-10	3	-3	4	5	-2.4
Cc1ccc(S(=O)(=O)NCCOc2cc(C)ccc2C)cc1	7	1	1	5	0	2	5	2	-1.5
CC1CCCCC1NC(=O)C1CCN(S(=O)(=O)c2cccc3nonc23)CC1 (stereo unspecified)	6	0	2	11	5	4	3	-1	0.6
CN(CC(=O)NCC1CCCO1)S(=O)(=O)c1cc(Cl)ccc1Cl (stereo unspecified)	-3	-4	1	10	1	3	3	0	-0.6
O=C(/C(Br)=C/Nc1cc(Cl)ccc1Cl)C(F)(F)F	4	-4	1	2	3	7	2	7	-2.9
O=C(NCC1CCCO1)c1cc([N+](=O)[O-])ccc1Cl (stereo unspecified)	5	-1	-2	-3	3	5	-1	2	-0.7
CCOc1cc(C)c(Cl)cc1S(=O)(=O)N(CC)CC	11	5	10	5	1	6	-4	5	1.8
COc1ccc(C(=O)CN2C3=NCCCN3c3ccccc32)cc1OC	1	0	0	4	-5	4	1	1	2.1
O=C(NCc1ccco1)c1ccc2c(=O)n(CC3CCCO3)c(=S)[nH]c2c1 (stereo unspecified)	-5	-2	3	-4	1	3	-2	1	0.5
Cc1nc2ccccc2c(=O)n1NC(=O)Nc1ccccc1	11	4	4	0	-6	7	2	1	-0.2
Cn1nc(-c2ccccc2)c(-c2nc(-c3ccc(Cl)cc3)no2)c1Cl	6	-3	-2	0	-2	7	-2	-1	-0.9
CC(C)OP(=O)(OC(C)C)C(Nc1ccccc1)c1cccc([N+](=O)[O-])c1 (stereo unspecified)	-1	2	-1	2	/	5	5	9	-0.5
O=C(CN1CCN(C(=O)c2cccs2)CC1)NC1CCCCC1	-8	-1	-6	1	-2	2	-8	1	0.5
CC(C)c1cc(NCC2CCCO2)n2c(nc3ccccc32)c1C#N (stereo unspecified)	-3	6	3	4	8	-4	3	-1	1.4
COC1(OC)C(/C=C/c2ccc(Cl)cc2)C(C#N)(C#N)C1(OC)OC (stereo unspecified)	4	2	0	-4	0	-2	13	5	-1.5
COc1ccc(SCCN2CC[C@@H](C(C)(C)C)CCC2=O)cc1	0	5	/	-6	8	7	6	1	/
CCCCC(=O)Nc1cccc2c1C(=O)N(c1ccccc1)C2=O	2	-1	4	8	2	7	6	19	0.9
CC(C(=O)N1CCOCCOCCOCC1)N1C(=O)c2ccccc2C1=O (stereo unspecified)	4	3	4	1	-3	5	3	3	1.9
O=C(O)c1ccc(NS(=O)(=O)c2ccc3nnn(O)c3c2)cc1	-10	-1	-11	-4	4	-8	-6	4	-5.2
CCCCNC(=O)C1CC(c2c(Cl)cccc2Cl)=NO1 (stereo unspecified)	8	4	2	0	5	9	8	-4	1.2
COc1ccccc1CN(C)C(=O)C(NC(=O)Cc1cccc2ccccc12)C(C)C (stereo unspecified)	-9	4	-2	-1	2	0	2	1	0.2
COCCCN1C(=O)C(=O)/C(=C(/O)c2ccc(OC(C)C)cc2)C1c1cccnc1 (stereo unspecified)	-1	8	8	-2	4	1	2	2	-1.2

Carrying on:
SMILES	MCL1 BIM primary	PME-1 primary	Fam108B counter	GLD-1 RNA inh	PAFAH1B2 inh	Bcl-xL primary	pPAFAH FP inh	AHR activator	MEX-5 binding
Cc1ccc(NC(=O)Cn2nc(C(F)(F)F)c3c2CCC3)cc1	5	1	2	5	3	4	0	-12	-0.8
CC(=O)Nc1ccc(-c2csc(NC(=O)CCNC(=O)c3ccco3)n2)cc1	/	/	/	-7	-1	/	0	-1	/
O=[N+]([O-])c1ccc(Cl)cc1N1CCCCC1	10	1	0	4	-5	10	6	0	0.3
Cn1c(CNc2cccc(C(F)(F)F)c2)n[nH]c1=S	-16	8	10	2	11	-19	1	3	-0.7
C=CCOc1ccc(Cl)cc1C(=O)O	-2	-4	-5	12	0	3	6	-1	-4.2
COc1cccc(/C=N/Nc2nnc(C)n2N)c1OCc1ccccc1Cl	-7	-4	-1	-3	1	-1	5	57*	-0.6
CC1CCCCN1CCNC(=O)c1ccc2c(=O)n(Cc3ccc(Cl)cc3)c(=S)[nH]c2c1 (stereo unspecified)	-6	-4	-4	-1	3	-10	0	1	-3.1
NCC(=O)NCC(=O)OCc1ccccc1	4	0	-1	2	4	2	-2	1	-2.8
C=CCn1c(CC(=O)OC)csc1=Nc1ccc(C(C)=O)cc1	-2	-5	2	4	-2	1	-1	1	2.9
COc1ccc(N(CC(=O)Nc2cccc(SC)c2)S(C)(=O)=O)cc1Cl	2	-6	-3	1	2	5	4	3	1.6
COc1ccc(-n2c(C)cc(-c3cn4cccc(C)c4n3)c2C)cc1	1	3	-4	-2	5	4	8	11	-2.5
C#CCSc1nccc(-c2nn(-c3ccc(C)cc3)ccc2=O)n1	4	-2	0	-2	-7	3	12	4	-1.0
CSc1nc(C)c2c(n1)N(c1cccc(C)c1)CC2	3	8	5	-3	1	-1	4	7	2.0
COC(=O)c1sc(S(=O)(=O)NC(Cc2ccccc2)C(=O)O)c(C(=O)OC)c1C (stereo unspecified)	2	0	/	-7	0	6	-5	2	/
CC1c2cc3c(cc2CCN1C(=O)c1ccc(C(F)(F)F)cc1)OCCCO3 (stereo unspecified)	12	-8	4	6	1	3	2	-3	2.3
Cc1cc(C)cc(NC(=O)C(OC(=O)c2ccc(O)cc2)c2ccccc2)c1 (stereo unspecified)	-4	-38	/	3	-4	-4	-10	15	/
NS(=O)(=O)c1ccc(CCNC(=O)Cc2c[nH]c3ccccc23)cc1	6	1	-5	9	-1	8	4	16	-2.0
